Cardiac RTF inh – cardiac RTF calcium desensitization. 340,000 compounds, 0.12% hits. AID 493244. inhibition, % at 7.15 µM. IANBD-labeled cardiac RTF, Ca2+ fluorescence;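 active = inhibition above the mean inhibition of all tested compounds plus 3 SD, cut at about 17% in these data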;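 note: assay run at fixed EC70 calcium of 1.6 mM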
RTF Ca sens act – cardiac RTF calcium sensitization; P19429+P45379; IANBD-labeled TnC RTF fluorescence at EC20 calcium; 0% EC20 calcium, 100% full calcium; activation, % at 7.2 µM; 340,000 compounds, 0.24% hits;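 active = activation above the mean over all tested compounds plus 3 SD, cut at about 30% in these data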;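 note: rise in fluorescence read as greater calcium sensitivity of cardiac thin filaments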
SR-BI uptake up – enhances SR-BI lipid uptake from DiI-HDL; CHO ldlA[mSR-BI] cells, DiI-HDL uptake fluorescence, 3 h; 100 = double the neutral-control signal; activation, % at 12.5 µM; 320,000 compounds, 0.096% hits;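 active = mean replicate activation of at least 60% and every replicate at or above 60%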;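 note: 0% = median plate neutral-control signal and 100% = twice that signal; values of inactives mirror those of a sister screen read the other way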
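Material: SR-BI-overexpressing, LDLR-lacking CHO cells; schedule: compound exposure 3 h, 37 °C; reagent: DiI-labelled HDL at 10 µg/mL final; technique: bottom-read fluorescence, 550/595 nm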
PKA-R2B act – PKA-R2B complex activation; 340,000 compounds, 0.079% hits; AID 504700; activation, % at 11.4 µM; PKA-R2B holoenzyme dissociation, Cy5-IP20 fluorescence polarization; R2B truncated from residue 108, S112A mutant; 0% DMSO only, 100% 113 µM cGMP;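 active = activation above a cutoff set at the mean over all compounds plus 3 SD, cut at about 18% in these data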;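 note: higher means more holoenzyme dissociation and a rise in polarization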
Target sequence (P31323 whole entry, looked up, other chains not shown, the tested form may be a part): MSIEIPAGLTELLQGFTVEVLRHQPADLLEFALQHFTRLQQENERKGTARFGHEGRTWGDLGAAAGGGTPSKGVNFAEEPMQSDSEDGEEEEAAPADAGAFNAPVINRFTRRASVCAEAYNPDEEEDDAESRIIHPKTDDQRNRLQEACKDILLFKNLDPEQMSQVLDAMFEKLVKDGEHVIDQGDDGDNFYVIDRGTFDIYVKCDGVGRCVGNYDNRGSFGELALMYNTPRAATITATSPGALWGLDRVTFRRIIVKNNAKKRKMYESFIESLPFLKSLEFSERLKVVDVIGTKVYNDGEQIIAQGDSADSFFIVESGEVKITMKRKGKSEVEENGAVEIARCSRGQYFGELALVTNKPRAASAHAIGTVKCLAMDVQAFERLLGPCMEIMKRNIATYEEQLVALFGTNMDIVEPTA
LANA DNA inh – inhibitors of KSHV LANA C-terminal domain DNA binding | MBP-C-LANA/FAM-LBS DNA binding, fluorescence polarization | inhibition, % at 9 µM | 340,000 compounds, 0.078% hits | AID 504423;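 active = highest replicate inhibition at or above 60% at 9 µM, even if other replicates fall short; inactive = all replicates below 60% inhibition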;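 note: 0% = neutral control wells and 100% = 4 µM acridine orange control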
CAL PDZ FP-1 – blocks peptide binding to the human CAL PDZ domain; purified CAL PDZ, TMR-peptide fluorescence polarization, 1 h; AID 602252; Q9HD26; 300,000 compounds, 0.92% hits; inhibition, % at 24.9 µM;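 active = mean inhibition of at least 30% with at least half of replicates also reaching 30%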;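 note: 0% = DMSO neutral control and 100% = excess unlabeled competitor peptide PRC23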
DAGLB inhibitor – diacylglycerol lipase beta (human) inhibition. inhibition, % at 5.17 µM. Q8NCG7. AID 504411. 340,000 compounds, 0.059% hits. HEK293T DAGLB membrane lysate, EnzChek fluorogenic substrate; in the data active = inhibition above about 34%;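 note: 0% = enzyme with vehicle and 100% = wells lacking enzyme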
CAL PDZ FP-2 – human CAL PDZ-peptide interaction inhibition; purified CAL PDZ, TMR-peptide fluorescence polarization, 1 h; AID 504414; inhibition, % at 20 µM; 330,000 compounds, 0.02% hits;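 active = highest replicate inhibition of at least 40%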;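 note: plate controls were DMSO neutral control wells for no effect and unlabeled competitor peptide control wells for full effect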
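Control set: unlabelled peptide and DMSO controls / Material: purified CerCALP PDZ construct / Timing: 1 h incubation at room temperature before polarization reading / Doses: 20 µM, one dose / Detection: fluorescence polarization (mP)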
Keap1 Nrf2 FP – Keap1-Nrf2 (human) interaction inhibition. AID 504523. Keap1 Kelch-Nrf2 peptide fluorescence polarization, 1536-well. 340,000 compounds, 0.15% hits. inhibition, % at 9.4 µM; in the data active = inhibition above about 12%;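 note: human Keap1 Kelch domain with fluorescein labeled Nrf2 9mer peptide probe; 0% = neutral control wells and 100% = peptide positive control; higher means more block of Keap1 binding to Nrf2 peptide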
Target sequence (Q14145 whole entry, looked up, the tested form may be a part): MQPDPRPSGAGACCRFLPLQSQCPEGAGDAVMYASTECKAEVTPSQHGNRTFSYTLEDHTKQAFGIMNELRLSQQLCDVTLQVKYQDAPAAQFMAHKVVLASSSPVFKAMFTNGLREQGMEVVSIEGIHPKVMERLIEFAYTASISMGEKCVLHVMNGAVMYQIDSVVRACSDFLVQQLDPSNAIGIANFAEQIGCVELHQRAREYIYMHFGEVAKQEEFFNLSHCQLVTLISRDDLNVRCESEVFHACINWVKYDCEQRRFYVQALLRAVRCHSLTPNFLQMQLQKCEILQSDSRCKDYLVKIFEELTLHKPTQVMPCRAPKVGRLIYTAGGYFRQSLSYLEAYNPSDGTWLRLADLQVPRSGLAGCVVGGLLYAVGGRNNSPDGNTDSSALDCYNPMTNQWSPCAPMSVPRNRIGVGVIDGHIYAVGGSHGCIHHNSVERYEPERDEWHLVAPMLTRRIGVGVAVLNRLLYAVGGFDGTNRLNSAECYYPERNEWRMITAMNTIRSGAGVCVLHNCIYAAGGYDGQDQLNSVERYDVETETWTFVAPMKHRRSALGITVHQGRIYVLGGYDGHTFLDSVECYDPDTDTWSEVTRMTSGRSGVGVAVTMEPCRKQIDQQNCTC
Rtt109 HAT inh – C. albicans Rtt109 histone acetyltransferase inhibition | Q5AAJ8 | purified Rtt109/Vps75, ThioGlo CoA-SH fluorescence, 4 h | inhibition, % at 34.9 µM | 330,000 compounds, 0.16% hits;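 active = inhibition of at least 50% in every replicate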
* = called active by the depositor; x = not tested or not shown.

SMILES | Cardiac RTF inh | RTF Ca sens act | SR-BI uptake up | PKA-R2B act | LANA DNA inh | CAL PDZ FP-1 | DAGLB inhibitor | CAL PDZ FP-2 | Keap1 Nrf2 FP | Rtt109 HAT inh
CCOC(=O)C1CCN(C(=O)c2cc(S(=O)(=O)N3CCOCC3)ccc2C)CC1 | -6.0 | -3.6 | 14.4 | -3.9 | -0.1 | -4.6 | 1.7 | 0.3 | 1.3 | -3.2
O=C1NCCCC1C(=O)Nc1ccccn1 (stereo not drawn) | -0.3 | 3.1 | 3.2 | -0.7 | 0.2 | -12.4 | -3.4 | -3.5 | -4.9 | -1.4
O=C(COc1ccc(Cl)cc1)NCc1nnc(SCC(=O)c2ccccc2)o1 | -2.5 | -2.5 | -9.2 | -7.9 | -0.1 | 3.8 | -2.7 | -4.1 | 1.1 | -0.6
CN1CCN(C(=S)SCC(=O)N2CCCc3ccccc32)CC1 | -1.0 | 2.5 | 0.9 | -1.4 | 0.0 | -1.7 | -1.7 | -0.5 | 1.9 | 8.5
Cc1ccccc1CNC(=O)C1CCCN(c2nnc(C)c3c(C)n(-c4ccccc4)nc23)C1 (stereo not drawn) | 0.5 | 6.6 | -5.5 | -7.6 | 2.1 | -3.9 | -0.6 | -3.8 | 0.2 | 4.1
O=C(CNS(=O)(=O)c1ccc(Cl)cc1)NNC(=O)c1cccnc1 | -6.4 | -2.2 | 10.1 | -5.2 | 0.6 | -3.2 | 1.1 | -0.6 | -0.6 | -2.1
CCC(=O)Nc1cc(C(=O)OCc2ccc(C(=O)Oc3ccccc3)cc2)ccc1C | 11.3 | -0.6 | 2.1 | 8.3 | 1.2 | -6.2 | 0.7 | 0.0 | 0.1 | -3.9
Cc1ccc(C(=O)N2CCC(Cc3ccccc3)CC2)cc1[N+](=O)[O-] | -1.3 | -1.1 | -3.1 | -4.0 | -1.4 | 0.3 | -9.6 | 0.2 | 2.0 | x
CC(=O)NC(CCS(C)(=O)=O)C(=O)Nc1nc(C)cs1 (stereo not drawn) | -5.4 | 2.4 | 2.0 | 1.0 | 1.5 | -1.2 | 1.6 | -1.9 | 1.2 | x
O=C(NCCCN1CCOCC1)c1cnccn1 | -7.0 | 3.9 | 3.2 | 0.6 | 2.7 | -0.6 | -0.2 | -1.8 | -3.9 | 6.2
CCN(CC)S(=O)(=O)c1cccc(C(=O)Nc2nnc(C)s2)c1 | 3.7 | -0.5 | -4.1 | -9.3 | 3.1 | -2.0 | 0.3 | -0.1 | 4.9 | -1.4
CCN1CCN(CCNC(=O)c2ccc(CS(=O)(=O)c3ccccc3C)o2)CC1 | -4.2 | 0.7 | -2.8 | -0.2 | 1.3 | -2.6 | -1.7 | -0.1 | 0.2 | -7.0
Cn1c(=O)c2[nH]c(NN=Cc3ccc(Br)cc3)nc2n(C)c1=O | 2.4 | -0.8 | -4.2 | 4.3 | -1.1 | x | 4.5 | 0.3 | 7.0 | -5.5
Cc1c(C(=O)OCC(=O)N2CC(C)CC(C)C2)oc2ccccc12 (stereo not drawn) | -6.4 | 1.3 | -37.8 | 3.0 | 0.0 | -3.7 | -0.8 | -2.7 | -4.3 | -11.8
Cc1ccccc1CN1CCC(n2nccc2NC(=O)CCCc2ccccc2)CC1 | -5.8 | 0.9 | -14.4 | -6.9 | 0.6 | -2.3 | -1.4 | -2.1 | 0.9 | 3.8
O=C(Nc1ccc(NC(=O)C23CC4CC(CC(C4)C2)C3)cn1)c1ccco1 | -3.4 | 9.5 | -0.2 | -6.5 | -0.2 | x | -0.7 | -0.4 | -3.1 | -4.9
COC(=O)c1sc(N)c(C(=O)OC)c1COC(=O)C1CC(=O)N(Cc2ccco2)C1 (stereo not drawn) | 0.8 | 7.4 | -40.5 | -8.6 | 0.4 | x | 3.0 | -2.2 | -3.5 | -1.1
Cc1ccc(-n2ccnc(SCC(=O)NC3CCCCC3)c2=O)cc1F | -4.3 | 0.8 | 26.5 | 9.3 | -0.1 | 0.1 | -2.5 | -0.5 | -5.2 | -60.9
CCN1CCCC1CNc1ncnc2c1[nH]c1ccc(Cl)cc12 (stereo not drawn) | -6.8 | -5.8 | 24.6 | -0.9 | -1.6 | -9.8 | -0.6 | -1.9 | 1.9 | 2.4
COc1cccc(NC(=O)CSc2ncnc3c2oc2ccccc23)c1 | -2.3 | -2.2 | 3.6 | -6.0 | -0.3 | x | -2.5 | -0.9 | 0.9 | -0.9

Overlap with the part before: 2 entries; new compounds follow.
SMILES | Cardiac RTF inh | RTF Ca sens act | SR-BI uptake up | PKA-R2B act | LANA DNA inh | CAL PDZ FP-1 | DAGLB inhibitor | CAL PDZ FP-2 | Keap1 Nrf2 FP | Rtt109 HAT inh
CCN1CCCC1CNc1ncnc2c1[nH]c1ccc(Cl)cc12 (stereo not drawn) | -6.8 | -5.8 | 24.6 | -0.9 | -1.6 | -9.8 | -0.6 | -1.9 | 1.9 | 2.4
COc1cccc(NC(=O)CSc2ncnc3c2oc2ccccc23)c1 | -2.3 | -2.2 | 3.6 | -6.0 | -0.3 | x | -2.5 | -0.9 | 0.9 | -0.9
O=C(COC(=O)c1ccc2ccccc2n1)Nc1ccccc1Br | -10.3 | -0.7 | 26.9 | -4.7 | 1.9 | 4.2 | -6.1 | -0.2 | -12.5 | 12.3
CCCc1noc2c1/C(=N\O)CCC2 | -26.6 | 1.4 | 9.3 | 2.5 | -0.7 | -3.6 | -3.9 | -0.6 | -4.4 | 1.8
CC(C)NC(=O)CSc1nnc(-c2ccco2)n1N | -4.9 | -2.1 | 12.7 | 7.4 | -0.2 | x | 1.8 | -1.1 | 4.8 | -11.3
COc1ccc(S(=O)(=O)Nc2cc(C(=O)NCCC(C)C)ccc2N2CCOCC2)cc1 | 0.1 | -2.8 | 13.5 | 1.6 | -2.7 | -2.1 | 2.7 | -0.6 | -4.3 | 1.4
O=C(CSc1nnc(-c2ccncc2)n1Cc1ccccc1)NC1CCCCC1 | -7.8 | 4.0 | -6.0 | -7.4 | 0.6 | 2.9 | -0.1 | -1.4 | -3.3 | 0.8
CC1Nc2nc(N(C)C)[nH]c(=O)c2NC1C (stereo not drawn) | 1.5 | 5.5 | 19.3 | 0.0 | 3.5 | 3.3 | -1.1 | -0.3 | -4.1 | -0.7
CCN(C(=O)COC(=O)c1ccccc1NCc1ccco1)c1c(N)n(Cc2ccccc2)c(=O)[nH]c1=O | -15.2 | 2.6 | -72.9 | -2.6 | 0.3 | 0.2 | 5.1 | -1.1 | 1.4 | -6.3
C=CCn1c(SCc2csc(-c3ccc(Cl)cc3)n2)nnc1-c1ccccc1OC | 0.4 | -0.8 | 1.5 | -8.9 | 1.6 | -3.4 | -4.2 | -1.9 | -0.8 | -8.7
CC(=O)Nc1ccc(NC(=O)C(C)OC(=O)c2c(NC(C)=O)sc(C)c2C)cc1 (stereo not drawn) | -3.8 | -3.4 | -71.6 | -5.0 | 0.1 | x | -3.4 | -0.4 | 3.4 | -0.1
Cc1onc(-c2ccccc2)c1C(=O)NCc1cccnc1 | -12.6 | -2.5 | 8.9 | -5.8 | -2.0 | -3.8 | -1.7 | 0.3 | -1.0 | -23.2
COc1ccc(CN2CCN(c3ccccn3)CC2)c(OC)c1 | -7.8 | -1.5 | 24.9 | 0.9 | 0.7 | -2.2 | -0.5 | -0.1 | -2.7 | -11.6
COc1ccc(S(=O)(=O)Nc2ccccc2SC)cc1C | -8.6 | 4.4 | 15.3 | -3.3 | 16.2 | x | -1.8 | -1.4 | -5.0 | -14.4
COc1ccc(/C=N/NC(=S)NCCc2ccccc2)cc1 | 0.2 | 2.0 | 8.1 | -15.2 | 0.0 | -3.3 | -1.1 | -0.9 | -0.5 | 0.4
COc1ccc2c(c1OC)C(=O)OC2Nc1ccccc1S(=O)(=O)C(F)F (stereo not drawn) | -3.2 | -6.0 | 3.2 | 7.5 | -1.2 | -8.4 | -1.6 | x | 2.6 | -2.3
O=C(NCCSc1c[nH]c2ccccc12)c1ccco1 | -0.9 | -1.9 | 20.9 | -6.3 | 1.3 | x | -0.7 | 0.4 | -10.5 | -0.6
O=C(C#Cc1ccccc1)c1cccc([N+](=O)[O-])c1 | -3.6 | -2.4 | 26.8 | 2.4 | 0.6 | 1.5 | 8.6 | -2.3 | -3.4 | -2.7
Cc1ccc(C(NC(=O)NCCCN2CCOCC2)=C(Cl)Cl)cc1F | -6.2 | 2.3 | 35.4 | 8.7 | 0.2 | -4.9 | -1.2 | -1.7 | -7.1 | 3.5
CCOC(=O)CSc1nnc(NC(=O)C2CC(=O)N(c3ccc(F)cc3)C2)s1 (stereo not drawn) | 0.5 | -4.1 | 12.5 | 3.2 | -0.7 | -4.5 | 3.5 | -3.1 | -3.2 | -0.9
CCOC(=O)CSC1=C(C#N)C(c2ccc(C)cc2)C2=C(CCCC2=O)N1 (stereo not drawn) | 3.0 | 3.9 | -13.4 | -8.9 | -0.1 | -1.9 | -1.2 | -0.1 | -0.1 | -11.2
O=C(c1ccccc1)N1CCN(c2ccc([N+](=O)[O-])c(NCC3CCCO3)c2)CC1 (stereo not drawn) | 12.8 | -4.2 | -43.0 | -0.1 | -2.7 | -1.0 | 4.0 | -0.8 | -2.2 | -7.1
COc1ccc(OCCCC(=O)Nc2cc(S(=O)(=O)N3CCCCC3)ccc2C)cc1 | -0.8 | -6.1 | -53.6 | -7.7 | -1.9 | -2.1 | -3.1 | -2.1 | -9.5 | 2.7
COC(=O)c1scc(C)c1-n1ccc(C(=O)C(=O)N(C)C)c1 | -7.1 | -8.2 | 10.0 | 2.3 | -1.0 | -4.6 | -0.3 | -2.9 | -2.7 | x
O=[N+]([O-])c1cc(S(=O)(=O)N2CCCCC2)ccc1NCCN1CCOCC1 | -2.8 | -3.7 | 16.0 | -10.6 | 0.7 | 2.3 | -0.9 | -2.4 | 0.3 | -16.0
Cc1ccc(NC(=O)CSc2nnc(COc3ccccc3F)n2N)cc1S(=O)(=O)N1CCOCC1 | 4.4 | -1.7 | -8.1 | -9.3 | 0.7 | 3.2 | 1.2 | 0.1 | -4.9 | -2.0
CC[n+]1ccc(C(=O)NCc2ccccc2)cc1 | 1.4 | 2.5 | 4.4 | 4.5 | 0.5 | -4.8 | 1.1 | -0.5 | -1.7 | -10.9
CN1CCN(c2cc(=O)n(Cc3ccc(F)cc3)c(=O)[nH]2)CC1 | -2.0 | 6.7 | -15.9 | 9.7 | -1.1 | x | -4.2 | 0.5 | -3.7 | -3.0

Results in PKA-R2B act, for 3 of the compounds above:
compound | PKA-R2B act
COc1ccc(OCCCC(=O)Nc2cc(S(=O)(=O)N3CCCCC3)ccc2C)cc1 | -7.7
COC(=O)c1scc(C)c1-n1ccc(C(=O)C(=O)N(C)C)c1 | 2.3
O=[N+]([O-])c1cc(S(=O)(=O)N2CCCCC2)ccc1NCCN1CCOCC1 | -10.6

Source: PubChem (several laboratories)
